T cell HTS: T cell immune modulation candidate. 2C CD8+ T cell-vesicle binding, flow cytometry; active compounds read low. calls only at 7 µM. actives 0.068% (n = 330,000). AID 2052;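 active = response, share of CD8 T cells binding vesicles, and their 90th percentile fluorescence all below set limits, cut at about 80% in these data, passing the limit was not always enough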
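Read-out – percent CD8+ FL2 mean versus row control · System – murine 2C transgenic CD8+ T lymphocytes · Times – 1.5 h cell–vesicle binding at 37 °C, then 20 min icy labelling · Control set – naked vesicles low, QL9 vesicles with vehicle high · Detection – cytometric PE anti-B7-1 and Alexa647 anti-CD8 signals after 1% paraformaldehyde fixation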
TNAP activators: human TNAP enzyme activators, primary screen, biochemical, luminescent, no phosphate acceptor, uHTS (AID 1001); purified TNAP, luminescent activation assay, no phosphate acceptor; higher activation fold means a stronger effect; actives 0.03% (n = 200,000); activation fold at 20 µM; hits with a dose series show EC50 in µM; in the data active = activation fold from about 3, or a potency from the dose series; inactive = the rest, 99 in 100 with activation fold below about 1.6; note: many of its hits are not listed in these tables
Dynein cargo inh: dynein cargo transport inhibition | 3617.4 mouse cells, GR-EGFP nuclear translocation imaging; test concentration mostly 20 µM; stimulated with dexamethasone, 1 µM; active compounds read low | z-score, hits read low | actives 0.47% (n = 220,000) | AID 1381;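 active = plate z-score of nuclear minus cytoplasmic receptor signal below a set negative limit, without overly bright fluorescence or cell loss, cut at about -3.5 in these data, passing the limit was not always enough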;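 note: z-score of nuclear minus cytoplasmic ring GR-EGFP intensity difference per well; some compounds called inactive have numbers as strong as hits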
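medium = tetracycline-free induction medium containing charcoal-stripped FBS | probe or stimulus = dexamethasone, 1.0 µM final | timing = 48 h induction, then 1 h compound, then 30 min agonist, 37 °C | detection = automated 10x imaging of fixed Hoechst-stained cells | read-out basis = nuclear versus cytoplasmic GR-EGFP signal, averaged per well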
bCat nuc transl: beta-catenin nuclear translocation modulation. HeLa beta-catenin nuclear translocation, immunofluorescence imaging. actives 0.3% (n = 190,000). nuclear translocation activity, % at 5 µM;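 active = nuclear translocation activity above 50% at 5 µM, with a well cell count of 50 or more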;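 note: per-cell ratio of nuclear to cytoplasmic median beta-catenin stain intensity; plate controls were DMSO negative control for no effect and GSK-3 inhibitor IX positive control for full effect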
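test system = HeLa cells, endogenous beta-catenin | dosing = single 5 µM dose plus 0.02–20 µM confirmation series | times = compound treatment 24 h, 37°C, 5% CO2 | technique = beta-catenin immunofluorescence imaging with DAPI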
PMI inhibitors: MPI enzyme activity inhibition – biochemical, fluorescence intensity, coupled assay, primary screen (AID 1209); inhibition, % at 20 µM, or IC50 in µM where a hit was titrated; purified PMI enzyme, coupled fluorescence intensity; higher % means a stronger effect; actives 0.42% (n = 190,000); in the data active = inhibition above about 50%;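 note: plate controls were DMSO vehicle for no effect and wells lacking substrate for full effect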
Lipid droplet: modulators of hepatic lipid droplet formation; AML12 mouse hepatocytes, oleate lipid droplets, BODIPY imaging; inhibition, % at 6.5 µM; actives 0.4% (n = 240,000);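 active = lipid droplet intensity inhibited by at least 50%, with more than 500 cells counted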
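Material – AML12 mouse liver cells · Also added – oleate loading, 100 µM · Compound dosing – 6.5 µM single-point dosing · Times – overnight treatment with compound plus oleate · Measured by – fluorescence imaging, 20x objective, two fields per well · Read-out – percent inhibition of filter-corrected integrated lipid droplet intensity per well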
Myeloid diff 2: promotes myeloid progenitor differentiation | ER-HoxA9 myeloid progenitors, lysozyme-GFP differentiation, flow cytometry | calls only at 10 µM | actives 1% (n = 360,000);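 active = normalized GFP-positive differentiation at or above the plate's own cutoff, the solvent-only control mean plus 3 SD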;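 note: cells exposed to compound for four days before flow analysis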
MT stabilize HCS: stabilizes microtubules in HeLa cells. HeLa tubulin immunostaining HCS, 24 h; share of cells brighter than vehicle mean+2SD. % tubulin-high responders, % at 10 µM. actives 0.83% (n = 200,000);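 active = plate Z-score above 3 for both tubulin-high and condensed-nucleus cell shares, with cell loss under 80%, at 10 µM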;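 note: anti alpha tubulin signal scored within the nucleus-defined area of each cell; some results filed as inactive read as strong as hits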
Insulin prom up: MIN6 insulin promoter up-regulation. MIN6 insulin promoter-GFP reporter, high-content imaging; active compounds read high. z-score at 5 µM. actives 0.3% (n = 190,000);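 active = z-score above 3 at 5 µM with at least 500 cells counted in the well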
Dynein cargo inh cytoplasmic EGFP: second read-out of Dynein cargo inh, no call of its own (marks repeat the call); z-score; measured here: cytoplasmic GR-EGFP intensity; active compounds read high
Dynein cargo inh nuclear GR-EGFP: further read-out of Dynein cargo inh, marked with its call; z-score; measured here: nuclear GR-EGFP intensity;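 lower value marks the stronger effect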
Dynein cargo inh cell count: further read-out of Dynein cargo inh, marked with its call; z-score; measured here: cell count per field
Insulin prom up cell count: second read-out of Insulin prom up, no call of its own (marks repeat the call); cell count; measured here: cytotoxicity, nuclei count;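 total cells summed across four imaged fields per well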
Lipid droplet cells 6.5 µM: second read-out of Lipid droplet, no call of its own (marks repeat the call); cell count; measured here: cell count, cytotoxicity flag;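 cells counted across two imaged fields per well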
bCat nuc transl cell count 5 µM: further read-out of bCat nuc transl, marked with its call; cell count; measured here: cell count, cytotoxicity flag
T cell HTS vesicle-bound %: recorded beside T cell HTS, whose call it bears; double positive events, %; measured here: CD8+ vesicle-bound cell fraction;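 binding gate set so that unloaded-vesicle control wells show 10% double positive cells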
MT stabilize HCS Hoechst-high %: also measured in MT stabilize HCS; calls as there; % Hoechst-high responders; measured here: nuclear condensation Hoechst responders;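 share of cells brighter than vehicle mean plus two SD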
MT stabilize HCS cytotoxicity %: also measured in MT stabilize HCS; calls as there; toxicity, %; measured here: cytotoxicity by cell density;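 0% = mean cell density of plate MIN control wells and 100% = no cells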
Myeloid diff 2 GFP+ MAC1+ %: second read-out of Myeloid diff 2, no call of its own (marks repeat the call); GFP+ MAC1+ double positive, %; measured here: differentiation confirmed by MAC1 staining
* marks the source's active call; other numbers are inactive results; i = inactive; . = no result given. Outcome played no part in choosing rows. Share with any hit: about 3%.

SMILES	T cell HTS	T cell HTS vesicle-bound %	TNAP activators	Dynein cargo inh	Dynein cargo inh cytoplasmic EGFP	Dynein cargo inh nuclear GR-EGFP	Dynein cargo inh cell count	bCat nuc transl	bCat nuc transl cell count 5 µM	PMI inhibitors	Lipid droplet	Lipid droplet cells 6.5 µM	Myeloid diff 2	Myeloid diff 2 GFP+ MAC1+ %	MT stabilize HCS	MT stabilize HCS Hoechst-high %	MT stabilize HCS cytotoxicity %	Insulin prom up	Insulin prom up cell count
COc1ccc(C(=O)Nn2cnnc2)cc1	i	28.8	1.1	0.164	-0.0885	-0.0237	-0.523	-3.8	1079	17.1%	4.2	787	i	0.6	1.0	0.8	0.1	0.21	817
Cc1cc(C)cc(-n2nnnc2-c2cn(C)nc2C(F)(F)F)c1	i	14.8	1	-0.114	-0.279	0.144	0.574	-0.6	1318	-0.4%	.	.	i	0.9	0.1	1.4	11.5	-0.34	1713
C=CCN1C(=O)C2C(C(=O)NCc3ccccc3)C3(C)C=CC2(O3)C1C(=O)NC(C)(C)C (stereo not drawn)	i	24.7	1.1	1.76	-0.17	0.857	-1.16	-2.9	1441	2.0%	.	.	i	1.0	2.2	1.6	3.7	0.43	1492
CCn1c(SCCC(C)C)nnc1-c1c[nH]c2ccccc12	i	12.4	1.2	-0.492	-0.166	-0.101	-0.148	.	.	1.5%	.	.	i	3.6	4.1	4.5	6.0	-0.88	897
COc1cc(NC(=O)Cn2ccsc2=N)cc(OC)c1	i	58.8	.	-0.733	-0.251	-0.505	1.65	1.2	946	.	-2.6	741	i	0.3	.	.	.	0.93	1376
O=C(c1nc2ccccn2c1CN1CCCC(OCc2ccccc2)C1)N1CCCC1 (stereo not drawn)	i	50.8	1.1	1.1	-0.295	0.646	-0.39	-2.1	983	-13.5%	-21.6	725	i	0.3	0.6	1.3	0.8	.	.
O=C1COc2ccc(C(=O)COC(=O)c3ccco3)cc2N1	i	38.2	.	-0.344	-0.084	0.324	0.407	-0.6	1381	.	14.1	618	i	0.3	.	.	.	0.3	1040
Cc1ccc(Sc2ccc(C(=O)NC(C)C)cc2[N+](=O)[O-])cc1	i	41.2	1.1	0.26	-0.196	-0.171	-0.574	-0.2	1355	-12.2%	.	.	i	1.3	2.3	1.4	4.6	-0.14	1602
O=C1CS/C(=N\c2ccccn2)N1C1CCCCC1	i	13.8	1	-0.701	-0.32	-0.0587	0.155	-9.1	947	-22.7%	.	.	i	0.4	3.1	1.1	2.0	1.11	1508
CCN(CC)c1ccc(NC(=O)CN2CCN(c3nc(C)cc(C)n3)CC2)cc1	i	19.1	1.1	-0.0258	-0.242	0.575	-0.647	.	.	20.8%	-0.9	768	i	0.5	2.9	2.2	8.5	-0.3	1152
Fc1ccc(/C=N/Nc2nnnn2-c2ccccc2)cc1	i	57.9	1	-0.33	-0.239	-0.771	0.465	0.4	1595	1.5%	2.9	681	i	0.5	1.6	2.2	8.4	-0.61	1314
O=C(Nc1nc(-c2ccc(F)c(F)c2)cs1)c1cc([N+](=O)[O-])ccc1N1CCOCC1	i	41.7	1.1	0.219	-0.202	-0.0867	0.338	-3.1	1161	11.6%	36.1	630	i	0.3	3.1	5.0	2.8	-0.96	1304
COC(=O)c1c(N)nc(C)n1-c1ccc(OC)cc1	i	44.2	1.1	0.172	-0.262	0.314	0.241	.	.	12.6%	3.2	721	i	1.1	1.2	4.0	6.5	0.11	1347
C/C(=C\c1ccccc1)C(=O)Nc1nc2ccc([N+](=O)[O-])cc2s1	i	36.8	1.1	-0.204	0.0711	-0.257	0.411	-0.3	929	16.1%	-2.5	663	i	0.6	3.0	2.8	6.5	0.08	1202
Cc1ccc(/C=N/n2c(COc3ccccc3)n[nH]c2=S)s1	i	32.2	0.8	0.225	-0.204	-0.157	0.0452	0.2	1325	6.4%	.	.	i	0.5	1.6	1.0	3.6	-0.17	1339
COc1ccc(OCc2nc(C#N)c(N3CCN(c4ccc(OC)cc4)CC3)o2)cc1	.	.	1.1	2.57	0.189	1.99	-1.97	-3.6	1210	5.2%	-78.3	666	i	1.9	6.3	2.3	8.2	-1.31	728
CCN(CC)C(=O)c1ccccc1NC(=O)c1ccccc1C	i	37.3	1.1	-0.15	-0.298	0.0499	0.384	7.5	574	-1.2%	-1.6	768	i	0.2	2.1	1.7	7.7	.	.
COc1ccc(NC(=O)C2CCCN(S(=O)(=O)c3cccc4nonc34)C2)c(OC)c1 (stereo not drawn)	i	9.3	1.1	0.696	-0.0917	1.74	-1.32	0.4	470	-2.6%	-3.4	710	i	0.3	4.4	3.5	7.7	0.63	968
CCOc1ccc(OCC)c(S(=O)(=O)NCc2cccnc2)c1	i	14.2	1.1	1.47	-0.156	1.57	0.161	0.1	1169	-4.4%	-3.6	721	.	.	2.3	2.1	13.3	0.28	1224
O=C(c1nsnc1-c1ccccc1O)N1CCCCC1	i	33.4	1.1	-0.0918	-0.201	-0.0972	-1.19	0.3	1051	4.6%	-6.9	687	i	0.3	3.3	1.8	7.5	-0.84	1939
COCCCNC(=S)NCCNc1nc2cc(C)c(C)cc2cc1C#N	i	18.9	1.1	-0.599	-0.25	0.41	0.0995	-1.8	1215	-62.2%	5.1	761	i	0.6	3.8	1.2	10.9	0.91	1094
COc1ccc2nc(COC(=O)c3cccs3)c(C(C)=O)[n+]([O-])c2c1	i	33.1	.	-0.649	-0.215	-0.32	0.174	0.0	1228	.	13.3	704	i	0.3	.	.	.	0.54	1037
CCOC(=O)C=C(C(=O)OCC)C(=O)OCC	.	.	1.1	-4.25*	1.04*	-2.39*	0.182*	0.6	1064	-3.4%	-1.7	653	i	0.3	4.6	2.5	4.8	-0.84	1427
CCOC(=O)c1sc(NC(=O)CSc2nc3c(c(=O)n2-c2ccccc2)SCC3)c(C(=O)OCC)c1C	.	.	1	-0.662	-0.0272	0.421	0.396	-0.3	572	2.1%	2.3	764	.	.	4.0	4.0	6.8	-1.43	1123
O=C(c1ccccc1)c1ncc(C(F)(F)F)cc1Cl	i	34.4	1.1	-0.937	-0.123	-0.0487	1.64	-1.2	1044	26.4%	-9.0	690	i	0.8	2.6	1.6	7.0	1.31	1435
CC(=O)Nc1ccc(Nc2c3c4c(cccc4n(C)c2=O)C(=O)c2ccccc2-3)cc1	i	11.0	0.8	1.98	-0.261	0.613	-1.3	-2.5	560	-9.1%	1.6	634	i	0.4	4.0	3.8	9.4	-0.16	1355
COc1ccc(NC(=O)C2CCN(S(=O)(=O)c3ccc(C)cc3)CC2)cc1OC	i	44.7	1.1	-0.653	-0.198	-0.278	0.52	-3.9	975	8.4%	.	.	i	2.0	1.5	1.5	2.4	0.78	1294
O=C1CC(NCCN2CCOCC2)C(=O)N1Cc1ccc(N2CCCC2=O)cc1 (stereo not drawn)	i	53.0	1.1	-0.11	-0.338	-0.47	-0.26	-1.4	1440	-2.1%	.	.	i	1.8	3.6	3.0	8.1	1.12	1656
Cc1noc(C)c1CSc1nnc2ccc3ccccc3n12	i	43.2	1.1	0.413	-0.216	0.13	0.854	.	.	13.3%	5.8	734	i	0.5	4.5	3.0	2.6	-0.06	1304
Nc1nnc(Cc2ccc(Cl)cc2Cl)s1	i	32.6	1.2	-0.898	-0.317	-0.286	0.533	-1.3	964	5.9%	-12.9	712	i	0.7	1.3	1.2	6.7	0.45	1851
COC(=O)CNC(=O)C(C)NC(=O)CNC(=O)OCc1ccccc1 (stereo not drawn)	i	10.9	1.1	0.169	-0.22	0.202	-0.252	-2.2	1427	1.5%	.	.	i	0.6	3.2	1.7	5.1	-0.23	1610
CC(C)(C)NC(=S)Nc1ccc(Br)cc1	i	30.7	1	1.01	-0.229	0.3	0.197	-0.5	1349	-4.5%	.	.	i	1.1	2.4	0.9	2.6	-1	1009
O=C(NC1(O)C(=O)c2ccccc2C1=O)c1ccc(C(F)(F)F)cc1	i	14.4	.	0.0586	-0.199	0.426	-0.284	0.0	1336	.	17.2	626	i	1.0	.	.	.	0.29	1050
CCN(c1ccccc1)S(=O)(=O)c1ccc(Cl)c(C(=O)OCC(=O)c2[nH]c(C)c(C(C)=O)c2C)c1	i	3.4	1	0.481	-0.23	0.325	0.107	0.8	767	10.5%	-41.0	558	i	2.2	5.1	1.5	1.9	-0.14	1285
COCCNC(=S)N1CCc2cc(OC)c(OC)cc2C1COc1ccc(F)cc1 (stereo not drawn)	i	27.2	1.1	-0.435	-0.157	-0.167	-0.304	2.1	1126	-4.3%	31.8	729	i	0.6	2.2	2.1	8.3	-0.46	1230

Screening data from PubChem BioAssay.
